Hsp70 displacement = Hsp70 inhibitors, probe displacement, primary screen, biochemical, fluorescence polarization (AID 583) | Heat shock 70 kDa protein 1A (Homo sapiens) | Hsp70 fluorescence polarization probe displacement, mP; higher % means a stronger effect | displacement, % at 20 µM, or IC50 in µM where a hit was titrated | 140,000 compounds, 0.06% hits; in the data active means displacement above about 50%;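 further: plate controls were vehicle for no effect and reference ligand for full effect; a part of the inactive calls stands beside numbers as strong as those of hits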
Rat MKP-3 inhibitors = MKP-3 phosphatase inhibitors, primary screen, biochemical, rat enzyme, in vitro (AID 425). Dual specificity protein phosphatase 6 (Rattus norvegicus). recombinant MKP-3 phosphatase activity, fluorescence; higher % means a stronger effect. inhibition, % at 20 µM, or IC50 in µM where a hit was titrated. 110,000 compounds, 0.17% hits; in the data active means inhibition above about 50%;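 further: plate controls were vehicle for no effect and reference inhibitor for full effect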
* = called active by the depositor; x = not tested or not shown; & = joins results of further samples. This is a subset; count on the stated rates, not on these rows.

smiles | Hsp70 displacement | Rat MKP-3 inhibitors
COc1ccc(NC(=O)c2c(-c3c(Cl)cccc3Cl)noc2C)c([N+](=O)[O-])c1 | 4.2% | 0.1%
COc1ccc(OCC(=O)N2CCN(c3cccc(C(F)(F)F)c3)CC2)cc1 | -4.2% | -3.2%
CC(C)NC(=O)CN(c1ccc(F)cc1)S(=O)(=O)c1ccccc1 | 1.1% | 0.0%
COc1ccc(/C(C)=N/NC(=O)CSc2nc(C)cc(C)n2)cc1OC | -2.4% | 2.6%
O=C1c2ccccc2C(=O)N1CC#CCN1CCN(C(c2ccccc2)c2ccccc2)CC1 | 0.9% | 5.3%
COC(=O)c1cccc(NC(=O)CSc2nnc(COc3ccc(C#N)cc3)n2-c2ccccc2)c1 | -0.5% | 0.4%
O=C(O)CCCC(=O)Nc1c(F)c(F)c(F)c(F)c1F | 1.9% | -19.7%
O=C(NC(NC(=S)N1CCOCC1)C(Cl)(Cl)Cl)c1cccc([N+](=O)[O-])c1 (centres undefined) | -0.6% | 2.5%
CCNC1=C(Cl)C(=O)c2ccccc2C1=O | 3.2% | x
O=C(c1cc(-c2ccccc2)nc2ccccc12)N1CCOCC1 | -1.8%&-2.7% | -6.9%&0.1%
COc1ccc(N/C=C\C(=O)c2ccc3c(c2)OCO3)cc1 | 4.3% | x
Cc1ccc2nc(SCC(=O)O)nc(C)c2c1 | x | -1.5%
Cc1ccc(C)c(S(=O)(=O)Nc2ccc(OC(=O)c3ccc(Cl)cc3)cc2)c1 | -3.3% | -3.3%
CCOc1ccc(NC(=O)c2cc(C(=O)O)ccc2C(=O)O)cc1 | -0.2% | 2.4%
Cc1c(NC(=O)NCCN2C(=O)C3C4C=CC(C4)C3C2=O)c(=O)n(-c2ccccc2)n1C (centres undefined) | 0.4% | -10.7%
O=C(OCN1C(=O)c2ccccc2C1=O)c1ccco1 | -5.9% | -10.4%
COC(=O)CC1SC(=O)NC1=Nc1ccccc1 (centres undefined) | -7.0% | -14.1%
NC(=O)c1oc2ccccc2c1NC(=O)CN1CCCCC1 | 8.2% | -1.3%
O=C(c1ccncc1)N(Cc1ccccc1)Cc1nc2ccccc2c(=O)[nH]1 | 7.8% | -5.1%
Cc1cccn2c(=O)c3cc(C(=O)N4COCC4(C)C)n(C)c3nc12 | 2.3% | 5.5%
COC(=O)Nc1nn(Cc2ccccc2F)cc1Br | 8.2% | -4.1%
NC(=O)C1CCN(C(=O)CCc2nc3ccccc3c(=O)[nH]2)CC1 | -5.2% | x
O=C(O/N=C(/c1ccccc1)c1ccncc1)c1ccc(Br)cc1 | 6.4% | -1.8%
O=C(CCCNS(=O)(=O)c1cccs1)N1CCN(c2cccc(Cl)c2)CC1 | 0.1% | -4.0%
COc1ccccc1-c1c(C)nn2c(N3CCC4(CC3)OCCO4)cc(C)nc12 | 0.2% | -1.4%
Cn1c(C(=O)NCc2cccnc2)cc2sc(Cl)cc21 | 0.6% | -2.1%
Oc1ccccc1NCC(O)Cn1ccc2ccccc21 (centres undefined) | -9.3% | -1.2%
CCCN1Cc2cccc(C(=O)Nc3ccc(CC)cc3)c2C1=O | -1.3% | x
COc1ccccc1Cc1noc(-c2ccccc2Cl)n1 | 6.7% | 2.5%
CCOCCOC(=O)c1ccc(NC(=O)c2ccc(Br)cc2)cc1 | -5.2% | 3.2%
Cc1ccccc1NC(=O)NCCc1nc2ccccc2[nH]1 | 2.2% | 13.5%
COc1ccc(CNC(=O)c2cnc3scc(C)n3c2=O)cc1 | 3.4% | 1.4%
COc1cc(OC)cc(C(=O)Nc2cccc(Cl)c2Cl)c1 | -2.8% | 3.9%
O=C(Nc1nnc(Cc2ccc(Cl)cc2)s1)c1ccccc1F | 1.2% | 2.0%
O=C(CN1C(=O)c2ccccc2C1=O)NCC1CCCO1 (centres undefined) | -0.6% | -0.2%
Cc1cc(NC(=O)CSc2nc(-c3ccc(F)cc3)cs2)no1 | -4.0% | -10.0%
CCOC(=O)N1CCN(c2nc(-c3ccc(Cl)cc3)cs2)CC1 | 5.5% | -4.9%
CCN1CCn2c3c(c4cc(Cl)ccc42)CCCC31 (centres undefined) | -0.2% | -2.7%
Cc1ccccc1C1(c2ccccc2C)CC1C(=O)Nc1cccc(Cl)c1 (centres undefined) | -0.9% | 2.1%
CC(C)(C)NC(=O)CSc1nncn1NCc1ccccc1 | 0.4% | -19.3%

In the list so far, 3 have bromine.
smiles | Hsp70 displacement | Rat MKP-3 inhibitors
COC(=O)Nc1nn(Cc2ccccc2F)cc1Br | 8.2% | -4.1%
O=C(O/N=C(/c1ccccc1)c1ccncc1)c1ccc(Br)cc1 | 6.4% | -1.8%
CCOCCOC(=O)c1ccc(NC(=O)c2ccc(Br)cc2)cc1 | -5.2% | 3.2%

Later entries:
smiles | Hsp70 displacement | Rat MKP-3 inhibitors
CCOC(=O)c1cccnc1SCC(=O)N(CC)c1cccc(C)c1 | -4.1% | x
O=C1N=c2ccc([N+](=O)[O-])cc2=C1c1sc(=S)n(Cc2ccccc2)c1O | 1.5% | 5.1%
O=C(O)C1C2C=CC(C2)C1C(=O)Nc1cccc(C(=O)N2CCCCC2)c1 (centres undefined) | -2.5% | x
COc1ccccc1CNCc1ccc(OC)c(OC)c1OC | 1.1% | x
Cc1ccc(-c2nc3cc(Cl)cc(Cl)c3o2)cc1NC(=O)COc1ccc([N+](=O)[O-])cc1 | -0.4% | -0.4%
CC(=O)Nc1c(Br)cc(C23CC4CC(CC(C4)C2)C3)cc1Br | 6.4% | 1.7%
c1ccc(CNc2ncnc3c2cnn3Cc2ccccc2)cc1 | 1.6% | x
CC1=Nc2ccccc2/C1=C\c1nc(-c2ccc(C(F)(F)F)cc2)oc1O | 27.6% | x
Cc1cc(C)nc(SCC(=O)c2c(N)n(C)c(=O)n(C)c2=O)n1 | -6.5% | x
Cc1ccnc(NC(=O)/C=C/c2cccc([N+](=O)[O-])c2)c1 | -0.3% | 0.0%
Cc1ccc(CN(c2ccc(C(=O)Nc3cccnc3)cc2)S(C)(=O)=O)cc1 | -4.3% | x
COC(=O)c1cc2c(C)nn(-c3ccccc3)c2s1 | -0.7% | -12.9%
CCc1ccc(CN/C=C/C(=O)c2ccc(Br)cc2)cc1 | -0.9%&1.5% | 3.5%
CCOC(=O)COc1ccc2nsnc2c1Cl | -4.9% | 7.5%
CCC1(C)CC(CCN)(c2ccc(C)cc2)CCO1 (centres undefined) | -1.3% | 3.4%
COC(=O)c1ccccc1NC(=O)CCNC(=O)Cn1cnc2ccccc2c1=O | -1.3% | -0.1%
COc1cc(-c2nnc3ccc(C(F)(F)F)cn23)ccc1Oc1ccc([N+](=O)[O-])cc1 | 2.0% | 12.7%
CCn1c2c(c3ccc(OC)cc31)CCCC2=O | -2.1% | -4.8%
COc1ccc(CC(=O)NC2CC(C)(C)NC(C)(C)C2)cc1 | 9.2% | x
Cc1cccc(N2C(=O)/C(=C/c3cccc([N+](=O)[O-])c3)SC2=S)c1C | -3.1% | -0.6%
CCOC(=O)C1=C(C)N=c2s/c(=C/c3ccc(C(=O)OC)cc3)c(=O)n2C1c1ccc(OC(C)=O)cc1 (centres undefined) | 1.5% | -0.7%
CCOC(=O)c1sc(NC(=O)c2ccc(S(=O)(=O)N3CCOCC3)cc2)cc1C | 94.5% | -7.0%
CCCn1c(SCC(=O)N2CCc3ccccc32)nnc1-c1ccco1 | -4.1% | 5.4%
CN(Cc1ccccc1)Cc1nc2c(c(=O)n(C)c(=O)n2C)n1CCc1ccccc1 | -2.2% | x
COc1ccc2c(=O)c3c(=O)n(Cc4ccco4)c(-c4ccc(C)cc4)nc3oc2c1 | 2.0% | -1.2%
CCOCCCNC(=O)CCNS(=O)(=O)c1ccc(C)cc1 | -0.3% | -4.2%
CCOC(=O)COc1ccc2c(c1)C(=O)CC(C)(C)O2 | -3.9% | -16.1%
CCCC(=O)Nc1nc2nc(-c3ccccc3)cc(-c3ccccc3)n2n1 | 1.2% | x
CCC(=O)Nc1c(C#N)c2nc3ccccc3nc2n1-c1ccc(C)cc1 | -0.6% | 1.4%
CCc1nc(NCC2CCCO2)c2oc3ccccc3c2n1 (centres undefined) | -1.0% | -1.9%
CNC(=O)CSc1nnc(-c2cc(C)cc(C)c2)o1 | 6.0% | -5.7%
Cn1nc([N+](=O)[O-])nc1Oc1ccccc1N | 2.8% | x
c1ccc2c(-c3nc4ncccc4o3)cccc2c1 | 0.7% | -10.6%
CCOc1nc(NCc2ccco2)nc(Nc2ccccc2F)n1 | -1.6% | x
Cc1cc(C(=O)CSc2n[nH]c(N)n2)c(C)n1-c1cc(F)ccc1F | 2.2% | -1.6%
CCOC(=O)C1=C(Nc2ccc(Br)cc2)CC(C)(O)C(C(=O)OCC)C1c1ccccc1 (centres undefined) | 6.7% | 0.4%
Cc1ccsc1/C=C1\SC(=S)N(CCC(=O)O)C1=O | -2.2% | 6.6%
Cc1cnc(NC(=O)CSc2nnc(-c3ccccc3)n2Cc2ccccc2)s1 | -0.5% | -8.8%
CC1(C)OC(=O)C(=NNc2ccc(O)cc2)C(=O)O1 | -1.6% | x
O=C(Nc1ccc(CCC(=O)N2CCCC2)cc1)c1ncn[nH]1 | 4.3% | -4.3%
CCOC(=O)c1sc(NC(=O)c2cnccn2)c(C(=O)OCC)c1C | 1.8% | -2.3%
COC(=O)c1nc(C(=O)OC)c(C(=O)OC)nc1C(=O)OC | -5.9% | 3.6%
Cn1c(=O)c2c(nc(CN3CCN(c4ccc(F)cc4)CC3)n2CCN2CCOCC2)n(C)c1=O | -8.6% | 1.3%
CC(C)CC(=O)c1c[nH]c(C(=O)NCc2cccs2)c1 | 0.0% | x
O=C1C2C(c3ccc(Cl)cc3)OC3(C(=O)c4ccccc4C3=O)C2C(=O)N1c1ccc(F)c([N+](=O)[O-])c1 (centres undefined) | -0.7% | 0.9%
CC(C)CNC(=O)c1cc(-c2ccco2)nc2ccccc12 | 9.8% | 1.3%
COc1ccc(CCN2C(=S)NC3CC2(C)Oc2ccc([N+](=O)[O-])cc23)cc1OC (centres undefined) | 0.9% | x
COCCNS(=O)(=O)c1cccn1-c1ncc(C(F)(F)F)cc1Cl | -1.7% | x
c1coc(CNc2c3c(nc4ncnn24)CCC3)c1 | -3.8% | -1.2%
CCOC(=O)/C(C#N)=C(\N)C(C)C(=O)Nc1ccccn1 (centres undefined) | 2.7% | -1.9%

Following part:
smiles | Hsp70 displacement | Rat MKP-3 inhibitors
CCN1CCN(CC(O)COc2ccc(Cl)cc2C)CC1 (centres undefined) | 2.5% | 1.4%
O=C(NC(NC1CCS(=O)(=O)C1)C(=O)c1cccs1)c1ccccc1 (centres undefined) | -2.9% | 1.0%
COc1cc(/C=C2/SC(=Nc3ccccc3)NC2=O)ccc1OCc1ccccc1[N+](=O)[O-] | 2.1% | 5.6%
Cc1ccc(OCC(=O)Nc2ccc(Cl)cn2)c(Br)c1 | 0.4% | -3.8%
Cc1ccc(S(=O)(=O)N2CC3CCC2C3)cc1 (centres undefined) | 2.8% | 10.9%
COc1cc2c(cc1OC)C(=NCCC(=O)O)NC(C)(C)C2 | 0.8% | 3.7%
O=C(COC(=O)C1CCCN1C(=O)Oc1ccccc1)c1ccc([N+](=O)[O-])cc1 (centres undefined) | 1.6% | 0.6%
CC(=O)c1cccc(NC(=O)c2cc(-c3ccc(C)cc3)on2)c1 | -6.2% | -16.1%
CC1(C)CC(=O)c2c(oc3ccc(NS(=O)(=O)c4ccc(Br)cc4)cc23)C1 | -1.5% | -3.4%
CCc1cc(=O)oc2cc(OCC(=O)C(C)(C)C)ccc12 | -2.1% | 3.9%
FC(F)(F)c1ccccc1C=NN1CCN(Cc2ccccc2Cl)CC1 | -1.6% | 2.1%
c1csc(-c2noc(COc3ccc4c(c3)CCCC4)n2)c1 | 2.2% | 3.8%
COc1ccc(N=Cc2ccc(C)o2)cc1 | 1.7% | 1.5%
Cc1ccc2oc(=O)c3cnn(CC(=O)NC4CCCCC4C)c3c2c1 (centres undefined) | 7.2% | 1.7%
CCc1ccc(/C=C(/C#N)c2nc(-c3ccc(Br)cc3)cs2)cc1 | -1.1% | -0.5%
Cc1cc(C(=O)COC(=O)CCC(=O)c2ccc3c(c2)OCCO3)c(C)n1Cc1ccco1 | -5.0% | -1.8%
O=C(CSc1nc2ccccc2o1)NCc1ccc2c(c1)OCO2 | 0.5% | -6.3%
O=S(=O)(c1ccc(Cl)cc1)N1CCN(c2ccc(N3CCOCC3)nn2)CC1 | x | -3.9%
CCOC(=O)C1=C(C)N=c2s/c(=C\c3cccc(O)c3)c(=O)n2C1c1ccc(OC)cc1 (centres undefined) | 4.6% | -0.8%
Cc1cc(OCCCCN2CCC(C)CC2)ccc1Cl | 0.3% | 2.2%
COc1ccc(N(C(=O)c2ccco2)C(C(=O)NC2CCCCC2)c2ccccc2)cc1 (centres undefined) | -1.9% | x
NNC(=O)/C(=C\c1ccc(Br)cc1)NC(=O)c1cccs1 | -1.8% | 3.1%
Cc1ccc(-c2cc(C(F)(F)F)n3ncc(C(=O)O)c3n2)cc1 | 0.1%&1.9% | -6.4%&2.4%
Cc1ccc(S(=O)(=O)N(CC(=O)NCc2ccc(Cl)cc2)Cc2ccccc2)cc1 | -3.9% | 2.0%
COc1ccc(S(=O)(=O)N2CCN(C(=O)COc3ccc4c(C)cc(=O)oc4c3)CC2)cc1 | 10.1% | -5.2%
CCCCNCCCCCOc1c(Cl)cccc1Cl | -1.0% | -0.1%
Cc1ccc(C2=C/C(=C\c3ccc(C)c([N+](=O)[O-])c3)C(=O)O2)cc1 | -0.1% | -2.1%

Screening results (PubChem BioAssay)
